SDO1 yeast rescue: growth rescue of sdo1-depleted yeast, primary screen, S. cerevisiae, bone marrow failure model; 140,000 tested, 0.21% active; z-score at 10 µM; S. cerevisiae sdo1-depleted JHY4D growth rescue, OD600 30 h; active compounds read high; pdr5 snq2 efflux-pump mutant strain;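 active means z-score above 3 at both the 24 hr and the 30 hr optical density reads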;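 further: z-score against mean and SD of all compound wells on the same plate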
Insulin prom inh: inhibitors of insulin promoter-driven GFP, primary screen, imaging, TRM-6 cells (human fetal islet line), eGFP reporter, cell count; AID 1273, 2008; inhibition, % at 2 µM; reporter expression induced with tamoxifen; 130,000 tested, 0.9% active;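 active means inhibition above the mean plus 3 SD, with well images judged a real hit on visual review, cut at about 60% in these data, passing the limit was not always enough; inconclusive means inhibition over the cutoff but images rejected on review; inactive means inhibition not above the cutoff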
SDO1 yeast rescue Rescue 24 h: second read-out of SDO1 yeast rescue, no call of its own (marks repeat the call); z-score; S. cerevisiae sdo1-depleted JHY4D growth rescue, OD600; measured here: growth rescue at 24 h;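 0 is the plate mean of compound wells and units are plate SD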
* = called active by the depositor; ? = inconclusive; . = no result given. This is a subset; the hit share may differ from the screen's.

SMILES	SDO1 yeast rescue	SDO1 yeast rescue Rescue 24 h	Insulin prom inh
CCOC(=O)c1sc(NC(=O)C(CC)Sc2nc3ccccc3[nH]2)nc1C (stereo unspecified)	.	.	30
Cc1ccc2c(c1)N(CCC(=O)NCCN1CCOCC1)C(=O)CO2	-0.36	-1.2	.
O=C(NC1CCCCCCC1)C1=COCCO1	0.68	1.2	.
O=c1[nH]c2ccccc2c2nc3ccccn3c12	-0.33	0.37	58
COc1cc(/C=N/n2cnnc2)ccc1OC(=O)c1cccnc1	1	0.44	-13
COc1ccc(CN2C(=O)c3ccccc3C(/C=N\OCc3ccc(C)cc3)C2=O)cc1 (stereo unspecified)	0.77	0.86	-4
CC1CCN(c2c([N+](=O)[O-])nn(-c3ccc4c(c3)OCCO4)[n+]2[O-])CC1	-1.4	-1.6	.
CCCCCCN1Cc2ccccc2C1	0.61	0.11	18
CCc1cc2c(=O)c(-n3cnc4ccccc43)coc2cc1O	0.16	0.35	.
Cc1ccc(CNC(=O)c2coc(=O)c3ccccc23)o1	0.57	1.1	-29

(continued)
SMILES	SDO1 yeast rescue	SDO1 yeast rescue Rescue 24 h	Insulin prom inh
Cc1cc(OCC(=O)NCCO)ccc1Cl	-0.94	-0.51	23
Cc1ccc2c(c1)C(c1ccc(N3CCOCC3)cc1)=NNC(c1cccs1)=N2	-0.58	-0.24	18
O=C1N=c2ccccc2=C1c1sc(=S)n(NC(=O)c2cccc(O)c2)c1O	.	.	50
Cc1cccc(S(=O)(=O)Nc2nc3ccccc3nc2NCc2ccc3c(c2)OCO3)c1	0.12	0.48	.
CC(=O)c1c(C)[nH]c(C(=O)NCc2ccccn2)c1C	0.55	0.59	.
CCOC(=O)NC1(C(F)(F)F)C(=O)NC(C)=C1C#N (stereo unspecified)	-0.66	-0.29	-179
CCCN1CCN(C(=O)C2CCN(S(=O)(=O)c3ccc4c(c3)oc(=O)n4C)CC2)CC1	0.75	0.56	.
CCOCCCNC(=O)C(c1ccc(Cl)cc1)N1CCN(C(=O)c2ccco2)CC1 (stereo unspecified)	0.52	0.15	-29
COc1ccc(NC(=O)CSc2nnnn2C)c([N+](=O)[O-])c1	.	.	43
COc1cccc(NS(=O)(=O)c2c(C)cc(C)cc2C)c1	-0.4	0.31	17

(cont.)
SMILES	SDO1 yeast rescue	SDO1 yeast rescue Rescue 24 h	Insulin prom inh
CN(C)c1cccc(C(=O)N/N=C/c2ccccc2F)c1	.	.	53
COC(=O)CSc1nnc2c3c4c(sc3nc(-n3nc(C)cc3C)n12)COC(C)(C)C4	-0.97	-0.75	.
COc1cccc(OC)c1OCCCSc1nc(C)cc(=O)[nH]1	0.3	-0.13	-33
COc1c(Cl)cc(-c2noc(C)c2C(=O)NC(C)C)cc1Cl	0.54	-0.12	-20
CCOC(=O)CC1C(=O)NCCN1C(=O)Nc1ccccc1 (stereo unspecified)	0.16	-0.2	18
CCCCNC(=S)NCCN1CCCCC1	1.1	0.66	-3
N#Cc1c(N)nc2c(c1-c1ccncc1)CCCC2	-0.16	-0.23	0
CC1(C)C(O)=C(c2nc3ccccc3[nH]2)C(=N)N1c1ccccc1	0.89	0.87	5
CCc1ccccc1NC(=O)NC1CC2CCC(C1)N2Cc1cccs1 (stereo unspecified)	0.37	-0.38	3
CCCN(CC(=O)Nc1ccccc1Br)CC(=O)Nc1ccc(F)c(F)c1F	0.03	-0.06	-112

New compounds follow:
SMILES	SDO1 yeast rescue	SDO1 yeast rescue Rescue 24 h	Insulin prom inh
CCCC1(CCC)NC(=O)N(CC(=O)N2CCN(C(=O)c3ccco3)CC2)C1=O	0.43	3	13
c1ccc(N2CCN(C3CCSC3)CC2)cc1 (stereo unspecified)	-0.02	-0.94	0
O=C(O)c1cc(-c2c[nH]c3ccccc23)nc2ccc3ccccc3c12	.	.	55
O=C(CCC(=O)OCC(=O)c1ccc(Br)cc1)Nc1cccc2cccnc12	1	0.79	35
COCCOC(=O)c1c(NC(=O)CNCc2ccco2)sc(C(N)=O)c1C	.	.	-124
CC(=O)c1cn(CC(=O)NCc2cccnc2)c2ccccc12	1.4	1	-5
CC(=O)c1ccc(OCC(O)CN2CCOCC2)cc1 (stereo unspecified)	1.4	1.6	.
CCN1C(=O)/C(=C\N(C)C)S/C1=N\S(=O)(=O)c1ccccc1	.	.	-29
O=C(O)CCN1C(=O)C2CCCCC2C1=O (stereo unspecified)	0.25	-0.04	-26
Cc1cccc(CCNC(=O)c2cc(=O)[nH]c3ccc(Br)cc23)c1	-1.2	-0.73	.

Further entries.
SMILES	SDO1 yeast rescue	SDO1 yeast rescue Rescue 24 h	Insulin prom inh
O=C(Nc1ccc(N2CCOCC2)cc1N1CCOCC1)c1cccs1	0.45	-0.68	-14
O=C(NN1C(=O)C2C(C1=O)C1C=CC2C12CC2)c1ccncc1 (stereo unspecified)	0.27	-0.23	7
CCCCCCCCC(=O)N/N=C(\C)c1ccc(O)cc1O	-0.45	0.49	8
Cc1cc(NC(=S)NC(=O)CC(C)C)ccc1Br	-0.51	-0.8	2
CCN(CC)S(=O)(=O)c1ccc(N=Cc2c(C)c(C#N)c(=O)n(C)c2O)cc1	-0.3	-1.4	.
CCOc1ccc(N(CC(=O)O)S(=O)(=O)c2ccc(OC)c(OC)c2)cc1	0.55	-0.03	.
Cc1ccccc1OCCCC(=O)NCc1ccco1	0.5	-0.08	-113
Cn1c(=O)c2c(nc(Cl)n2CC(=O)N2CCCCC2)n(C)c1=O	.	.	0
O=C(CCCN1C(=O)/C(=C\c2cccs2)SC1=S)NNC(=O)c1ccncc1	.	.	-14
CCCN(CCC)CC(O)CN(c1ccccc1)S(=O)(=O)c1ccc(C)cc1 (stereo unspecified)	0.11	-0.37	-108

In the list so far, these have a thiophene ring, fused or not:
SMILES	SDO1 yeast rescue	SDO1 yeast rescue Rescue 24 h	Insulin prom inh
Cc1ccc2c(c1)C(c1ccc(N3CCOCC3)cc1)=NNC(c1cccs1)=N2	-0.58	-0.24	18
COC(=O)CSc1nnc2c3c4c(sc3nc(-n3nc(C)cc3C)n12)COC(C)(C)C4	-0.97	-0.75	.
CCc1ccccc1NC(=O)NC1CC2CCC(C1)N2Cc1cccs1 (stereo unspecified)	0.37	-0.38	3
COCCOC(=O)c1c(NC(=O)CNCc2ccco2)sc(C(N)=O)c1C	.	.	-124
O=C(Nc1ccc(N2CCOCC2)cc1N1CCOCC1)c1cccs1	0.45	-0.68	-14
O=C(CCCN1C(=O)/C(=C\c2cccs2)SC1=S)NNC(=O)c1ccncc1	.	.	-14

Remaining list, next part.
SMILES	SDO1 yeast rescue	SDO1 yeast rescue Rescue 24 h	Insulin prom inh
C=CCn1c(Cc2ccc(OC(C)C)c(Cl)c2)nnc1SCC(N)=O	-0.06	0.1	38
Cc1cc2c(C)nc(N/N=C/c3ccc([N+](=O)[O-])cc3)nc2o1	-0.27	0.13	.
CN(c1ccccc1C(=O)N1CCc2ccccc2C1)S(C)(=O)=O	-0.55	-0.88	-18
Cc1ccc(Nc2c(-c3ccc(N4CCOCC4)cc3)nc3ncccn23)cc1C	-0.62	-2.4	?
COC(=O)c1ccc(NC(=O)c2ccccc2)o1	0.32	0.03	41
COc1ccc(OC)c(C2=NOC(C(=O)NCCN3CCOCC3)C2)c1 (stereo unspecified)	1.2	1.2	-60
S=c1[nH]nc(CCc2ccccc2)n1-c1ccccc1	-0.75	-1.7	22
COc1ccc(N2CCN(CCC(N)=O)CC2)cc1	-0.29	-0.96	.
O=C(Cc1ccccc1)Nc1ccc(N2CCN(Cc3ccccc3F)CC2)cc1	-0.21	-0.05	-10
Cc1ccc(Cl)cc1N1CCN(C(=O)c2ccc(CN3CCOCC3)cc2)CC1	-2	-0.55	-20

The listing continues:
SMILES	SDO1 yeast rescue	SDO1 yeast rescue Rescue 24 h	Insulin prom inh
O=C(Nn1c(-c2ccc(F)cc2)nc2ccccc2c1=O)c1cccnc1	.	.	-33
CCOC(=O)C(=O)Nc1cc(C)on1	.	.	-14
Cc1ccc(CC2CC(=O)N(c3nc(C)cc(C)n3)C2=O)cc1 (stereo unspecified)	.	.	36
COc1ccccc1NC(=O)N1CCCC1C(=O)NCc1ccccc1 (stereo unspecified)	-0.2	-0.15	-36
CCn1cc(/C=C(\NC(=O)c2ccc(OC)c(OC)c2)C(=O)NCCCO)c2ccccc21	.	.	-67
O=C(NCc1ccccc1)C1CCCN(C(=O)Nc2ccccc2)C1 (stereo unspecified)	1.3	-0.05	.
COC(=O)c1ccc(N2CCN(C)CC2)c(NC(=O)c2cc3ccccc3o2)c1	0.64	0.02	-30
CCOC(=O)c1c(C)n(C)c2cc(OCCN(CC)CC)ccc12	1.1	0.83	.
OC(COc1c(Br)cc(Br)cc1Br)CN1CCOCC1 (stereo unspecified)	-0.9	-0.62	.
COc1cc(OC)c(NS(=O)(=O)c2ccc(Cl)c(C(=O)OC(C)C(=O)N3CCCC3)c2)cc1Cl (stereo unspecified)	0.32	-0.09	-43

Additional results
SMILES	SDO1 yeast rescue	SDO1 yeast rescue Rescue 24 h	Insulin prom inh
O=c1c2oc3ccccc3c2ncn1Cc1cccc(Cl)c1	.	.	-19
Cc1cc(C(F)F)n2nc(C(=O)Nc3ccc(S(=O)(=O)NC45CC6CC(CC(C6)C4)C5)cc3)nc2n1	0.3	0.18	-14
O=C(Cn1c(O)c(/C=C2\C=Nc3ccc(Br)cc32)sc1=O)N1CCCC1	-0.98	0.29	.
CCC(C)(C)n1nnnc1C(c1cc2cccc(C)c2[nH]c1=O)N1CCCC1 (stereo unspecified)	-1.4	-1.7	25
COC(=O)COc1nc(C)c2c(c1C#N)CC(C)(C)OC2	-0.28	-0.27	21
COc1ccc(S(=O)(=O)Oc2ccc3ccccc3c2)cc1	-0.79	0.03	-23
Cc1ccc(-n2nc3c(c2NC(=O)/C=C\c2ccc4c(c2)OCO4)CSC3)cc1	0.08	0.97	2
COc1cc(-c2nc(-c3ccccn3)no2)cc(OC)c1OC	0.55	0.44	17
CCn1ncc(C2=NOC(C(=O)Nc3cc(OC)c(Cl)cc3OC)C2)c1C (stereo unspecified)	0.13	0.31	-9
CCOC(=O)C1CCCN(C2CC(=O)N(c3ccc(C)cc3)C2=O)C1 (stereo unspecified)	0.91	0.95	68*

(next part)
SMILES	SDO1 yeast rescue	SDO1 yeast rescue Rescue 24 h	Insulin prom inh
COc1ccc(NC(=O)c2sc(NC(=O)COc3ccccc3)nc2C)cc1	0.29	0.49	-3
CCCC(CCC(=O)Nc1ccc(C(=O)OCC)cc1)C(=O)O (stereo unspecified)	1.8	1.8	-16
Cc1cccc(NC(=S)NNC(=O)COc2ccc(Cl)cc2Cl)c1	-2.1	-2.4	.
CCOC(=O)c1cnc(SCC(=O)Nc2nc(C)c(C)s2)nc1N	0.62	1.2	30
O=C(NC(=S)N1CCCCCC1)c1ccccc1Cl	.	.	-21
CN=c1scc(C)n1/N=C/c1ccc(O)c(O)c1O	-0.15	-0.28	4
COc1ccc(/C(N)=N/OC(=O)Cc2ccccc2)cc1	-0.91	-0.44	-45
c1csc(CNc2ncnc3sccc23)c1	.	.	31
O=C(COC(=O)c1cc(-c2cccs2)nn1-c1ccccc1)Nc1ccc(Cl)c([N+](=O)[O-])c1	0.76	1.4	-6
CC/C(Cc1ccccc1)=N\NC(=O)c1cc(C)oc1C	1.2	0.8	.

Compound profiles, as listed above.
COc1ccc(NC(=O)c2sc(NC(=O)COc3ccccc3)nc2C)cc1 is entered as SDO1 yeast rescue = 0.29; SDO1 yeast rescue Rescue 24 h = 0.49; Insulin prom inh = -3
CCCC(CCC(=O)Nc1ccc(C(=O)OCC)cc1)C(=O)O (stereo unspecified) is entered as SDO1 yeast rescue = 1.8; SDO1 yeast rescue Rescue 24 h = 1.8; Insulin prom inh = -16

Next section:
SMILES	SDO1 yeast rescue	SDO1 yeast rescue Rescue 24 h	Insulin prom inh
Cc1cc(SCCOc2ccc(Br)cc2)nc(N)n1	0.29	1	-16
Nc1nc(-c2ccccc2)[nH]c(=O)c1N	0.52	1.3	0
CCN(CC)S(=O)(=O)c1cccc(C(=O)N2CC(O)CC2C(=O)OC)c1 (stereo unspecified)	0.26	-0.16	14
Fc1ccc(CN2CCN(c3ncccn3)CC2)cc1	0.54	1.4	-32
Cc1noc(C)c1C(=O)Nc1ccccc1-c1ccccc1	-0.03	-0.26	48
Cc1ccc2c(c1)CCCN2C(=O)c1ccncc1	-0.48	-0.53	10
CCOC(=O)C1=C(CSc2nc(CC)c(C)cc2C#N)OC(N)=C(C#N)C1c1ccc(OC)cc1 (stereo unspecified)	-0.35	-0.82	-44
CCN(CC)S(=O)(=O)c1ccc2nc(CSc3nnnn3-c3ccc(O)cc3)[nH]c2c1	0.1	-0.22	32
COC(=O)NNC(=O)C(C)Oc1ccc(Cl)cc1Cl (stereo unspecified)	-0.01	-0.18	37
CC(C)CC(=O)Nc1cc2nn(-c3ccccc3)nc2cc1Cl	-0.3	0.68	.
O=C(CCN1CCN(C/C=C/c2ccccc2)CC1)Nc1ccccc1F	-1.7	-1.8	41
CC1CCCN(c2nc3c(c(=O)[nH]c(=O)n3C)n2CCCc2ccccc2)C1 (stereo unspecified)	0.29	-0.06	-86

From PubChem BioAssay
